High-throughput results deposited in PubChem BioAssay by several laboratories.
NOD2-RIPK2 inh = blocks binding of human NOD2 to RIPK2. actives 0.38% (n = 360,000). AID 624267. inhibition, % at 4.98 µM. O43353. CHO BLA complementation NOD2-RIPK2, CCF4 ratio; in the data active = inhibition above about 21%;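 also: 0% = vehicle only and 100% = reference blocker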
ABCB6 inh MLPCN = blocks the human ABCB6 transporter; K562-ABCB6 porphyrin accumulation, flow cytometry, 1 h; stronger effect = lower value; fluorescence ratio to DMSO, % at 10 µM; actives 0.19% (n = 360,000);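 active = fluorescence ratio to DMSO below 75%, the collection mean minus 3 SD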;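 also: signal is porphyrin accumulated inside mitochondria; 100% equals median channel fluorescence of DMSO control wells; lower ratio means ABCB6 inhibition with less porphyrin fluorescence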
TLR9-MyD88 block = inhibitors of human TLR9-MyD88 binding; Q9NR96+Q99836; CHO BLA complementation TLR9-MyD88, CCF4 FRET ratio; inhibition, % at 4.98 µM; actives 0.21% (n = 340,000);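 active = inhibition above the mean over all tested compounds plus 3 SD, cut at about 21% in these data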;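 also: 0% = DMSO only wells and 100% = clavulanate BLA inhibitor control wells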
Target sequence (Q99836 whole entry, looked up): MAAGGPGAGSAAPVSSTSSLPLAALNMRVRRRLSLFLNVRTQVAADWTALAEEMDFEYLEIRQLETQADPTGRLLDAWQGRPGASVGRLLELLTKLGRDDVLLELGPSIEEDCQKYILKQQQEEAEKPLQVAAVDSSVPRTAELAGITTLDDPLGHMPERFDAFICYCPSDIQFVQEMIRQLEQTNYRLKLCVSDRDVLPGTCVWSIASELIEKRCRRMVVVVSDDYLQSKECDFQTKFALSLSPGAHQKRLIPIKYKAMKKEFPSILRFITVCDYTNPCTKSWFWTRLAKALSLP
Target sequence (Q9NR96 whole entry, looked up): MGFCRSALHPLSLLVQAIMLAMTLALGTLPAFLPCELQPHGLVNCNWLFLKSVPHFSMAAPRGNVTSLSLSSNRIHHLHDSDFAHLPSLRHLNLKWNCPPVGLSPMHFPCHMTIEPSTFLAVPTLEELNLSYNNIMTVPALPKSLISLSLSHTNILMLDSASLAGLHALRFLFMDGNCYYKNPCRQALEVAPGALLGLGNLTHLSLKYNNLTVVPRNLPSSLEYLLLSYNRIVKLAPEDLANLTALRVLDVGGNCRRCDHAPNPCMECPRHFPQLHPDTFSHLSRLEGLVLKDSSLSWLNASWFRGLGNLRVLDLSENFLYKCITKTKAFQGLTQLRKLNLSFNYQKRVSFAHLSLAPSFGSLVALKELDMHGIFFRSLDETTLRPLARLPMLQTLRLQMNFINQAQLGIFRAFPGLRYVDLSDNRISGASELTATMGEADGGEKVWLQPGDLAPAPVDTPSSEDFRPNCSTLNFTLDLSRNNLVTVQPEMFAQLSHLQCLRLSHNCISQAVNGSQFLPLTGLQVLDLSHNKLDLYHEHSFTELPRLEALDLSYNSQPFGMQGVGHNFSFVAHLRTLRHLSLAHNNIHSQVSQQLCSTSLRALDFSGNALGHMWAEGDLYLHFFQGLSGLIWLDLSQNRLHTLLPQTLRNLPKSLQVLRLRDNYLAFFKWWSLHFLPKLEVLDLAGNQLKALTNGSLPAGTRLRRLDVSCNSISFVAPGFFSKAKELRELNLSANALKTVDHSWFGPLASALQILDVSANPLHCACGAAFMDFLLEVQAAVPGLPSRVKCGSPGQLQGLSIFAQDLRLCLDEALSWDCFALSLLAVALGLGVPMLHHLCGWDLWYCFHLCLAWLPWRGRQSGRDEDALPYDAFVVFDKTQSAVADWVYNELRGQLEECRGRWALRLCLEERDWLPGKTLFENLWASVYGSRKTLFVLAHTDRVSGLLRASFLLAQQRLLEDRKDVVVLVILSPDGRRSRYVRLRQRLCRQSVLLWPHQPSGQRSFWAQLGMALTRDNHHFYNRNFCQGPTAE
Glyco luc inh = blocks N-linked glycosylation in D54 reporter cells; D54 ERlucT glycosylation luciferase reporter, 24 h; percent of 100 nM tunicamycin response; reporter increase, % at 12.5 µM; actives 0.23% (n = 360,000);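 active = mean luciferase reporter signal, scaled so untreated is 0 and the glycosylation-blocking control 100, at or above a set limit in every replicate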;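 also: luciferase carries N-glycosylation sites so blocking glycosylation raises the light; 0% = median of neutral control wells and 100% = median of 100 nM tunicamycin wells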
Vif imaging = inhibitors of HIV Vif | HEK293T cells, Vif self-association by quenched fluorescence, imaging, 24 h | inhibition, % at 7.49 µM | actives 0.35% (n = 340,000); in the data active = inhibition above about 50%, passing the limit was not always enough; also: some results filed as inactive read as strong as hits
ABHD5-PLIN5 inh = ABHD5-PLIN5 protein interaction inhibition | Q00G26+Q8WTS1 | inhibition, % at 4 µM | Split G. princeps luciferase complementation, luminescence, 4 h | actives 0.78% (n = 360,000);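 active = inhibition above the mean inhibition across every tested compound plus 3 SD, cut at about 22% in these data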;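 also: 0% = DMSO only wells and the 100% control is not disclosed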
Granule exo inh = lytic granule exocytosis inhibition. TALL-104 LAMP-1 surface exposure, flow cytometry; cells stimulated with thapsigargin and PMA. inhibition, % at 10 µM. actives 0.66% (n = 360,000). AID 651702;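 active = inhibition above about 55%, limit read from the data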
aDG glyco act = alpha-DG glycosylation activation; Pro5-aDG cells, alpha-DG glycosylation AlphaScreen (IIH6); 0% Pro5, 100% B10-LARGE cell signal; activation, % at 10 µM; actives 0.22% (n = 360,000); AID 624168;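 active = activation of at least 8% versus controls, or a plate z-score of at least 8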;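 also: Pro5 are CHO cells carrying HIG-tagged alpha-DG that lacks glycosylation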
MC4R ag barr = activates human MC4R beta-arrestin recruitment; P32245; U2OS MC4R beta-arrestin complementation, luminescence; percent of melanotan II response, DMSO zero; activation, % at 8.9 µM; actives 0.98% (n = 360,000); AID 540308;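 active = activation above a per-plate cutoff, the mean activation of sample wells on that plate plus 3 SD, cut at about 8% in these data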
MC4R antag cAMP = human MC4R antagonism in cAMP assay; P32245; MC4R-expressing cells, MTII-stimulated cAMP, LANCE TR-FRET; inhibition, % at 6.5 µM; actives 0.48% (n = 360,000); AID 540295;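 active = inhibition above its plate's cutoff, the mean of tested wells on that plate plus 3 SD, cut at about 29% in these data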;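 also: 0% = Melanotan II alone and 100% = Melanotan II plus saturating MCL0020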
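Material: human MC4R-expressing U2OS cells. Probe or stimulus: Melanotan II challenge. Dosing: 6.5 µM single dose. Times: 30-min compound, 1-h challenge, 1-h detection, room temperature. Technique: TR-FRET with Eu-cAMP and labeled anti-cAMP, 671 nm. Replication: singlicate.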
* marks the source's active call; other numbers are inactive results; . = no result given. Some of the compounds tested; the hit share may differ from the screen's.

SMILES	NOD2-RIPK2 inh	ABCB6 inh MLPCN	TLR9-MyD88 block	Glyco luc inh	Vif imaging	ABHD5-PLIN5 inh	Granule exo inh	aDG glyco act	MC4R ag barr	MC4R antag cAMP
CC(C)(C)NC(=O)C(c1ccc(C(F)(F)F)cc1)n1c(=O)c(-c2cc3ccccc3[nH]2)nc2ccccc21 (configuration not stated)	45*	.	.	.	.	-25	10	2.8	.	.
CN(C)C(=O)COc1ncnc2sc(-c3ccccc3)cc12	-14	96	-2	-1	-9	7	-32	0.0	-2.2	7
Cn1cnnc1-c1cccc(NC(=O)c2cc(F)c(F)cc2Cl)c1	0	104	6	1	12	0	1	-0.2	-1.4	2
CCOC(=O)Cc1csc(NC(=O)CSc2nnc(C(C)C)n2CC)n1	-4	100	2	0	-9	-1	1	0.4	1.0	21
NC(=O)c1cccc(-c2coc3c(C(=O)NCCc4ccccc4)cccc23)c1	-6	95	.	3	-12	-1	12	-0.2	-0.1	13
CCN1C(=O)[C@@H]2[C@@H](c3ccc(-c4ccc(OC)cc4)cc3)N3CCC[C@@]3(C(=O)OC)[C@@H]2C1=O	2	98	-41	-1	-5	0	11	0.3	-0.4	12
Cc1nn(CCC(=O)NCc2ccc(OC(C)C)cc2)c(=O)c2nn(-c3ccccc3)c(C)c12	0	104	-2	-2	-4	-1	11	0.0	-1.2	1
COC(=O)c1cccc(-c2noc(-c3ccccc3F)n2)c1	-2	100	2	-11	-6	4	-1	0.5	-0.8	8
COc1cccc(-n2c(COc3ccc(C)cc3)nnc2SCC(N)=O)c1	-17	96	-4	-2	0	2	-4	-0.2	-0.6	2
Cc1ccc(NC(=O)c2cc(S(=O)(=O)N3CCOCC3)cs2)cc1	-5	107	-1	-1	-2	10	1	-0.2	-0.5	5
O=C(CNC(=O)COc1ccccc1)NCCN1CCOCC1	0	99	-7	1	5	3	6	-0.1	-0.8	0
Brc1ccc2nc(C3CCCCC3)c(Cc3ccsc3)n2c1	-11	108	.	-2	.	2	3	-0.4	.	.
Cc1oc2cc(OC(C)C(=O)O)ccc2c(=O)c1Oc1ccccc1 (configuration not stated)	-10	105	0	-1	12	12	1	-0.2	1.2	-6
COc1ccc(C2CC(=O)Oc3c(C(CCN4CCCC(C)C4)c4ccc(N(C)C)cc4)c(OC)cc(OC)c32)cc1 (configuration not stated)	-11	100	1	-6	12	5	72*	0.2	0.7	2
O=C(COC(=O)C1CCCC1)Nc1ncc(Cl)cc1Cl	-11	100	-1	2	-6	-5	-2	0.3	-3.3	1
CCOC(=O)c1c(S(=O)(=O)NCC(=O)Nc2ccccc2F)c(C)n(C)c1C	4	100	3	-1	8	-1	-16	-0.2	-1.5	8
COc1cccc(NC(=O)c2nn(C)cc2Br)c1	0	98	-7	8	-6	3	-3	0.2	1.2	11
COc1cccc(OC)c1C(=O)NCc1ccco1	5	97	-1	0	10	-1	2	-0.3	-0.9	18
COc1cccc(NC(=O)C(OC(=O)c2ccc([N+](=O)[O-])o2)c2ccccc2)c1 (configuration not stated)	-9	96	3	-3	5	-2	-4	0.3	-1.5	10
Cc1[nH]n(-c2ccc([N+](=O)[O-])cc2)c(=O)c1C=NCCc1ccc(S(N)(=O)=O)cc1	1	92	.	1	2	2	-2	0.0	-0.8	-3
COc1ccc2c(c1)c(=O)oc1cc3occ(C(C)(C)C)c3cc12	0	89	6	-2	-6	3	-10	-0.2	1.4	8
CC1=CC(C)(C)n2c(O)c(N=N)c3c(C)ccc1c32	-5	99	9	-3	-2	-8	6	-0.1	-0.2	-3
O=C(Nc1ccccc1N1CCN(C(=O)c2ccccc2)CC1)c1ccc(Cl)cc1	5	100	0	0	-2	-1	0	0.6	-0.7	5
COC(=O)C1=C(N)Oc2cc(N(C)C)ccc2C1c1ccccc1OC (configuration not stated)	-2	122	-3	12	10	-7	4	0.5	-0.2	-17
COc1cccc(N2CCN(C(=O)c3cc4c(=O)n(Cc5ccccc5)ccc4nc3C)CC2)c1	-6	101	5	-1	10	1	-4	-0.2	-3.4	-6
CCC(C)(C)NC(=O)C(c1cccn1C)N(C(=O)Cn1nnc2ccccc21)c1ccccc1OC (configuration not stated)	-10	117	-6	0	-7	0	0	0.1	-1.6	9
CCCCNC(=O)COC(=O)CCC(=O)c1ccc(Cl)cc1	-10	97	7	3	2	0	4	-0.2	-1.2	2
O=C(c1cccn2c(=O)c3ccccc3nc12)N1CCN(Cc2ccc3c(c2)OCO3)CC1	12	78	9	13	1	1	6	-0.2	-2.5	0
O=C(CCN1CCN(S(=O)(=O)c2ccc(Br)cc2)CC1)Nc1ccccc1F	7	97	3	-3	3	-2	-1	0.2	-1.8	0
Cc1ccc(CC(=O)Nc2nc3c(s2)CCCC3)cc1	3	92	-1	-12	-9	-19	2	-0.1	-1.5	3
CC(=O)c1ccccc1C(=O)N1CCC(CCC(=O)NCc2ccc(F)cc2)CC1	-12	97	-8	1	.	4	-3	-0.1	-0.7	-3
c1cnc(N2CCN(Cc3ccc4c(c3)OCO4)CC2)cn1	-4	97	3	0	-4	-2	2	0.0	-1.0	1
Cc1ccc(Cc2nc(-c3cccnc3)no2)cc1	1	100	-5	2	2	0	-3	0.0	0.0	2
Cn1nnc(-c2ccc(OCc3ccccc3F)cc2)n1	5	99	-1	-10	-9	-6	-2	0.1	-0.8	-4
CCN1CCc2nc(NC(=O)CC(c3ccccc3)c3ccccc3)sc2C1	-2	96	9	0	.	10	6	-0.2	-0.3	4
CCOC(=O)/C=C/C(=O)OCC(=O)NCc1ccccc1	-1	100	0	-3	-5	-5	-6	0.2	1.5	8
CCN(C1CCCCC1)S(=O)(=O)CCNC(=O)c1ccc(OC)cc1	2	83	-1	0	4	-1	-5	0.2	-0.8	3
OCC[C@@H]1C[C@@H](O)[C@H](O)[C@]2(CCCO2)O1	-3	104	-10	1	.	11	0	0.2	1.5	13
O=C(CCCCCCN1C(=O)c2ccccc2C1=O)NC1CCCCC1	9	100	-11	0	-3	1	-2	0.4	1.3	4
O=C(COC(=O)c1oc2ccccc2c1CSc1ccc(Cl)cc1)NC1CCCC1	-2	103	-6	-3	-4	-17	-3	-0.1	-1.0	-1
O=S(=O)(Nc1ccc(S(=O)(=O)Nc2ncccn2)cc1)c1ccc(Cl)cc1	5	105	10	2	2	5	6	-0.1	0.2	9
COc1cc(OC)c(NC(=O)c2ccc(Br)o2)cc1Cl	6	95	10	0	0	3	-5	-0.1	-1.1	10
Cn1c(/N=C/c2cccs2)nc2ccccc21	-3	95	10	2	-11	1	-2	-0.1	0.1	-2
O=C(CNC(=O)c1ccc(Br)cc1)NCC(=O)OCC(=O)c1ccc(F)cc1	-2	98	-5	2	-4	-4	-3	0.1	-2.8	18
CC(Nc1ccc([N+](=O)[O-])cc1[N+](=O)[O-])c1ccccc1 (configuration not stated)	-9	90	-1	-2	1	-10	-3	0.0	-0.8	-5

Some of these compounds in order of their number in ABCB6 inh MLPCN, ascending.
smiles | ABCB6 inh MLPCN
COc1cc(OC)c(NC(=O)c2ccc(Br)o2)cc1Cl | 95
CCN1CCc2nc(NC(=O)CC(c3ccccc3)c3ccccc3)sc2C1 | 96
CCOC(=O)/C=C/C(=O)OCC(=O)NCc1ccccc1 | 100

Next part
SMILES	NOD2-RIPK2 inh	ABCB6 inh MLPCN	TLR9-MyD88 block	Glyco luc inh	Vif imaging	ABHD5-PLIN5 inh	Granule exo inh	aDG glyco act	MC4R ag barr	MC4R antag cAMP
Cc1cccc(COCC(CC(C)C)N2CCN(C(=O)c3ccc(C(F)(F)F)cc3)CCC2=O)c1 (configuration not stated)	-1	88	1	-3	-2	5	6	1.1	1.4	1
COc1ccccc1NC(=O)CN(C)S(=O)(=O)c1ccc(F)cc1	-6	101	0	0	5	0	0	-0.1	1.2	10
Cc1cc(-n2c(SCCC#N)nnc2-c2cccnc2)ccc1Cl	3	104	1	1	-1	3	-2	0.0	-2.5	1
CC(C)(C)c1ccc(C(=O)NC(=O)COC(=O)CCS(=O)(=O)c2ccccc2)cc1	-5	96	5	0	9	11	3	0.1	-0.4	4
O=C(Nc1ncc2c(n1)-c1ccccc1OC2)c1ccc(Cl)cc1Cl	-4	94	2	1	1	0	10	0.3	-0.2	-6
COc1ccc(S(=O)(=O)Nc2nnc(C)s2)cc1	-12	93	-5	1	8	-4	5	0.0	-1.6	3
COc1ccc(OCc2cccc(C(=O)NN)c2)cc1	-7	98	-9	-8	1	3	-2	0.4	0.3	18
CCCc1cc(NCC2CCCO2)n2c(nc3ccccc32)c1C#N (configuration not stated)	-1	103	0	-1	-12	-2	-2	-0.3	-1.5	10
Cc1cc(N2CCOCC2)nc2ccc(NC(=S)NC(C)C)cc12	-7	96	5	3	-9	-5	-6	0.4	-0.3	1
CCN1CCN(c2ccc(Cl)cc2NC(=O)c2ccc(-n3nc(C)cc3C)cc2)CC1	5	90	10	-1	-1	17	-3	0.3	3.3	-2
O=C(NCCNS(=O)(=O)c1cccc(C(F)(F)F)c1)c1cc(OCC(F)(F)F)ccc1OCC(F)(F)F	-7	92	-9	1	17	7	-2	0.7	28*	3
Cc1c(C)n(-c2ccc(Cl)cc2)c2ncnc(N)c12	-9	91	-6	-3	-22	-1	-5	0.0	0.0	-2
COc1ccc(OC(C)C(=O)NCCC2=CCCCC2)cc1 (configuration not stated)	-8	124	7	-5	2	-2	-2	0.1	-2.2	-6
COc1ccc(CCNC(=O)c2ccc3c(c2)N(Cc2ccc(F)cc2)CCS3)cc1OC	-5	92	13	-1	-10	-1	-1	-0.4	-2.5	5
COc1ccc(-c2cn(CCC(=O)O)c(-c3ccc(Cl)nc3)n2)cc1	5	98	1	2	-3	-8	-15	-0.1	0.3	-1
COC(=O)CN(C)C(=O)c1ccc(OC)c(OC2CCN(C(C)C)CC2)c1	1	100	2	0	2	-6	6	0.0	-2.1	0
Cc1ccccc1CS(=O)(=O)Cc1ccc(C(=O)NC2CCCCC2)o1	-6	100	-15	-3	-6	-8	1	0.1	-1.4	0
CCCNC(=O)CCn1c(=S)oc2ccccc21	0	98	-8	0	-1	1	-4	-0.2	-0.1	-2
CCOC(=O)Cn1c(-c2cccnc2Cl)nc2cc(C)c(C)cc21	4	100	1	0	11	2	-1	0.0	-0.3	17
O=C(NCc1ccccc1Cl)c1cc2ccccc2oc1=O	9	100	3	0	2	-2	3	0.0	-1.0	5
Cc1ccc(NS(=O)(=O)c2ccc(-c3ccc(=O)[nH]n3)o2)c(C)c1	-5	103	3	-1	2	-4	-1	0.3	-3.3	-2
S=C1NCN(CCc2ccccc2)CN1Cc1ccccc1	-6	99	9	-1	0	-10	-5	0.1	-1.8	9
CCOc1cccc(-c2nnc3sc(COc4ccc(Cl)cc4)nn23)c1	1	101	-10	1	1	-2	-1	0.1	5.5	11
O=C(COC(=O)C1=COCCO1)Nc1ncc(Cl)cc1Cl	-7	102	-1	-1	.	-8	-7	0.1	-3.0	9
